Source: PubChem (Broad Institute)
Casp6 inh – caspase-6 (human) enzyme inhibition; P55212; purified caspase-6, Z-VEID-R110 cleavage fluorescence; inhibition, % at 12.5 µM; 350,000 tested, 0.53% active;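 active = mean inhibition across replicates at least about 35%, with every replicate also reaching that limit, limit read from the data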;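 note: 0% = median of neutral control wells and 100% = no fluorescence left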
Target sequence (P55212 24-179 limits assumed): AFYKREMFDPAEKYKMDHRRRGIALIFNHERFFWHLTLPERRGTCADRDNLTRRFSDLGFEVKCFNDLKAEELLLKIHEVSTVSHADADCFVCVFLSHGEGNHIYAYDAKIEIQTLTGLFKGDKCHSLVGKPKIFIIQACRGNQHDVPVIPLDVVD
Target sequence (P55212 194-293 limits assumed): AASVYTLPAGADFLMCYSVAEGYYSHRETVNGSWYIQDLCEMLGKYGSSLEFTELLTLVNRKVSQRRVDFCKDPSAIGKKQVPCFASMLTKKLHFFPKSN
PAX8 inh HTS – inhibitors of PAX8 transcriptional activity in RMG-I cells; RMG-I TPO-luciferase reporter, SteadyGlo, 24 h; 360,000 tested, 1.2% active; inhibition, % at 12.6 µM;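 active = mean replicate inhibition at least 60% with every replicate also reaching 60%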;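 note: luciferase light reporting Pax8 driven TPO promoter activity; plate controls were median of neutral control wells for no effect and mitoxantrone controls for full effect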
DENV2 CPE rescue – DENV2-induced cell death inhibition. DENV2-infected cells, cytopathic effect rescue, plate reader. CPE inhibition, % at 9.99 µM. 350,000 tested, 1.7% active. AID 651640; in the data active = CPE inhibition above about 20%, passing the limit was not always enough; tested in BHK-21 cells;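 note: 0% = median of neutral control wells and 100% = median of positive control wells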
LGR2 antag – Drosophila LGR2 receptor signaling inhibition; inhibition, % at 9.99 µM; HEK293 LGR2, CRE-luciferase, bursicon-stimulated, 4 h; 380,000 tested, 0.35% active;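 active = drop in luminescence signal, shown as inhibition above about 50% in the replicate tests, limit read from the data, passing the limit was not always enough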;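 note: agonist challenge used bursicon conditioned medium at about half maximal strength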
EWS-Fli block – EWS/Fli transcriptional activity inhibition; A673 NR0B1-luciferase reporter, viability-normalised; inhibition, % at 12.6 µM; 350,000 tested, 0.67% active; AID 651661;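 active = mean inhibition of at least 50% after viability correction, with every replicate also passing that limit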;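 note: firefly luciferase signal divided by Alamar Blue viability fluorescence both relative to DMSO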
ARNT-TACC3 inh – ARNT/TACC3 interaction disruption. AlphaScreen His-ARNT PAS-B/GST-TACC3 binding, luminescence; TACC3 fragment carries E629A point mutation. inhibition, % at 9.99 µM. 390,000 tested, 0.66% active;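 active = mean inhibition of replicates at least 50% and at least half of replicates each reaching 50%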;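 note: 0% = complete ARNT plus TACC3 wells and 100% = ARNT alone without TACC3; many hits fall short of the cut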
SIRT5 inh – blocks human SIRT5 desuccinylation of peptide. Purified SirT5, succinyl-peptide AMC, trypsin-coupled fluorescence. inhibition, % at 15 µM. 330,000 tested, 1.1% active. Q9NXA8. AID 652115; in the data active = inhibition above about 15%
Target sequence (Q9NXA8 whole entry, looked up): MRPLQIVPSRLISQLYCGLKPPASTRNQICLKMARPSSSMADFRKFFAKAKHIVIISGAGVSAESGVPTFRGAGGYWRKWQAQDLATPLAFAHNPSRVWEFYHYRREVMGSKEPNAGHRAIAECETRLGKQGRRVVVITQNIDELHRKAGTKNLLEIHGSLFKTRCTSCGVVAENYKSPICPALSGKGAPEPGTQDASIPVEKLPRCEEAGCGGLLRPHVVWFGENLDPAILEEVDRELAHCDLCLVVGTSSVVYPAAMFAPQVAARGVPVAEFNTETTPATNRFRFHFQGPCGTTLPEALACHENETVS
Active calls of the source: *; nt = no result given. Rows were taken by chance; overall some 4.9% were active at least once.

compound	Casp6 inh	PAX8 inh HTS	DENV2 CPE rescue	LGR2 antag	EWS-Fli block	ARNT-TACC3 inh	SIRT5 inh
CC(C)(C)CNC(=O)C1(C)CCN1C(=O)c1ccccc1CCc1ccccc1 (configuration not stated)	5.3	-7.1	-5.3	7.6	4.1	nt	-4.1
O=C(Cc1ccc(Cl)cc1)Nc1ccccn1	-2.0	-44.0	2.9	-1.4	-53.8	-1.7	-3.7
CCCNC(=O)Nc1ccc2c(c1)C(=O)N(C)C[C@@H](OC)[C@@H](C)CN(C(=O)C1CCOCC1)[C@H](C)CO2	nt	-11.8	nt	6.2	-8.9	nt	nt
CC(C)C[C@H]1COc2cc(Br)ccc2S(=O)(=O)N1	-0.6	0.0	-3.2	9.4	0.8	nt	2.1
O=C(Nc1cccc(Cl)c1)Nc1sccc1-c1nc2ccccc2s1	6.9	10.2	63.4*	nt	-22.3	-1.8	10.6
COc1ccc(C[C@H]2CCn3cc(nn3)COC[C@H](Cc3ccccc3)NC2=O)cc1	3.7	-11.3	3.3	2.1	5.7	nt	2.2
CC(=O)Nc1ccc2c(c1)C(=O)N(C)[C@@H]1CC[C@@H](CC(=O)NCc3ccc4c(c3)OCO4)O[C@H]1CO2	nt	25.0	1.2	9.6	-0.6	-6.9	nt
CCC(=O)OCC(=O)N=c1sccn1Cc1ccccc1Cl	3.0	9.2	-10.3	-3.4	4.9	-4.7	-2.2
O=C(COC(=O)/C=C/c1ccc(Cl)cc1)NC(=O)NCc1ccccc1	-1.2	-6.3	-3.8	-21.2	3.9	34.8	-0.1
O=C(Nc1ccc2c(c1)OCO2)N[C@@H]1CC[C@@H](CCNC(=O)C2CCCCC2)O[C@H]1CO	0.8	-1.6	-2.7	11.1	-8.0	-2.6	1.6
COc1ccc(CCNC(=O)c2cccc(S(=O)(=O)NC(C)c3ccccc3)c2)cc1 (configuration not stated)	-9.0	1.5	-1.8	3.1	6.8	1.8	-4.4
Cc1noc(C)c1S(=O)(=O)Nc1ccc2c(c1)CC(=O)N([C@H](C)CO)C[C@@H](C)[C@H](CN(C)C(=O)Nc1ccc3c(c1)OCO3)O2	nt	7.2	0.5	-7.7	-4.0	1.5	nt
CN(C)S(=O)(=O)c1ccc(C(=O)NCCN=C2NS(=O)(=O)c3ccccc32)cc1	0.6	4.8	-3.2	-24.0	6.9	-0.2	15.2*
O=C(CS(=O)c1ccccc1[N+](=O)[O-])Oc1ccc(Br)cc1 (configuration not stated)	1.4	-3.2	-1.3	-0.1	14.8	0.9	-0.3
COc1ccccc1C(CNC(=O)c1ccc(NS(=O)(=O)c2ccc(F)c(C)c2)cc1)N1CCCC1 (configuration not stated)	-22.7	-7.9	-8.0	0.2	8.0	-21.0	-0.4
CCC(=O)Nc1ccc2c(c1)OC[C@@H](C)N(Cc1ccncc1)C[C@@H](C)[C@@H](OC)CN(C)C2=O	-0.6	-5.6	7.3	-2.3	-3.8	-11.3	7.8
O=C(O)c1ccc(CSCc2ccccc2)o1	4.5	1.1	11.1	21.9	1.2	nt	-2.0
COc1ccc2oc(=O)c(-c3ccccc3C(=O)N3CCOCC3)cc2c1	nt	-1.4	nt	-12.1	nt	7.6	nt
Cc1cc(=O)oc2cc(OCC(=O)OCC(=O)Nc3c(C)n(C)n(-c4ccccc4)c3=O)ccc12	-1.1	0.2	-1.1	2.0	7.5	0.9	-0.1
Cc1cccc(Cl)c1NC(=S)N1CCN(c2ccc([N+](=O)[O-])cn2)CC1	-1.2	8.9	1.4	0.9	-0.4	-15.5	1.2

5 compounds drawn at random from those above, as already listed:
compound	Casp6 inh	PAX8 inh HTS	DENV2 CPE rescue	LGR2 antag	EWS-Fli block	ARNT-TACC3 inh	SIRT5 inh
O=C(O)c1ccc(CSCc2ccccc2)o1	4.5	1.1	11.1	21.9	1.2	nt	-2.0
O=C(COC(=O)/C=C/c1ccc(Cl)cc1)NC(=O)NCc1ccccc1	-1.2	-6.3	-3.8	-21.2	3.9	34.8	-0.1
CCC(=O)Nc1ccc2c(c1)OC[C@@H](C)N(Cc1ccncc1)C[C@@H](C)[C@@H](OC)CN(C)C2=O	-0.6	-5.6	7.3	-2.3	-3.8	-11.3	7.8
CCC(=O)OCC(=O)N=c1sccn1Cc1ccccc1Cl	3.0	9.2	-10.3	-3.4	4.9	-4.7	-2.2
O=C(Nc1cccc(Cl)c1)Nc1sccc1-c1nc2ccccc2s1	6.9	10.2	63.4*	nt	-22.3	-1.8	10.6

Further results
compound	Casp6 inh	PAX8 inh HTS	DENV2 CPE rescue	LGR2 antag	EWS-Fli block	ARNT-TACC3 inh	SIRT5 inh
CC1CC(C)CN(C(=O)CSc2nnc(-c3ccc(F)cc3)o2)C1 (configuration not stated)	1.7	-19.4	-0.5	1.9	-2.7	-4.0	-1.4
CCC(C)(C)NC(=O)CN(C(=O)C(=O)Nc1ccc2c(c1)OCCO2)C1CC1	-0.2	-8.0	-2.6	-10.1	-8.3	-4.7	-0.7
Cc1ccc(S(=O)(=O)N2[C@@H](c3ccccc3F)C(C(=O)O)=CC[C@H]2c2ccc(Cl)cc2)cc1	10.5	1.3	-10.7	10.6	0.1	-5.6	nt
COc1cc(NC(=O)/C=C/c2ccccc2[N+](=O)[O-])cc(OC)c1	nt	-18.2	nt	-40.2	nt	-6.1	nt
COc1ccc(CC(=O)N2CCN(c3ccccc3)CC2)cc1	-3.3	-4.9	-2.1	2.4	-1.2	-0.4	-4.5
COc1ccc(C(O)c2nc(-c3ccc(OC)c(OC)c3)cs2)cc1 (configuration not stated)	2.1	-15.4	-10.9	-13.4	-8.0	nt	1.2
O=C(c1ccc(Cl)c(S(=O)(=O)N2CCCC2)c1)N1CCCCC1	-28.0	12.1	-5.6	3.7	2.6	-2.4	0.6
CCC1Oc2ccccc2N(CC(=O)NC2CCCCC2C)C1=O (configuration not stated)	0.7	-13.2	-0.9	1.5	-5.6	-8.2	1.7
Cc1cc(C)c(OCCN2CC(C)OC(C)C2)c(Br)c1 (configuration not stated)	0.7	14.3	nt	-0.7	-7.7	-10.7	0.2
Cc1ccc(NS(=O)(=O)c2ccc3c(c2)NC(=O)C(C)C(=O)N3)c(Cl)c1 (configuration not stated)	-2.2	14.8	4.3	-28.7	-4.7	-2.4	2.1
O=C(Nc1ccc(F)cc1)N1C[C@H]2[C@@H](c3ccccc31)[C@H](CO)N2C(=O)Cc1ccccc1	1.9	6.9	16.8	-0.5	-4.4	10.1	-5.7
C[C@@H]1CN([C@H](C)CO)C(=O)c2cc(C3=CCCC3)cnc2O[C@@H]1CN(C)C(=O)c1ccncc1	0.2	nt	2.1	8.7	-1.0	-2.4	-3.7
